Compound activity: PubChem BioAssay, several laboratories
PPARg SRC-3 ag: agonists of human PPARgamma SRC-3 coactivator recruitment; activation, % at 8 µM; AID 731; P37231; 200,000 tested, 0.26% active; biochemical PPARgamma/SRC-3 coactivator recruitment assay; in the data active means activation above about 23%;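 further: 0% = DMSO and 100% = reference agonist; some compounds past the cut are filed as inactive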
Target sequence (P37231 whole entry, looked up): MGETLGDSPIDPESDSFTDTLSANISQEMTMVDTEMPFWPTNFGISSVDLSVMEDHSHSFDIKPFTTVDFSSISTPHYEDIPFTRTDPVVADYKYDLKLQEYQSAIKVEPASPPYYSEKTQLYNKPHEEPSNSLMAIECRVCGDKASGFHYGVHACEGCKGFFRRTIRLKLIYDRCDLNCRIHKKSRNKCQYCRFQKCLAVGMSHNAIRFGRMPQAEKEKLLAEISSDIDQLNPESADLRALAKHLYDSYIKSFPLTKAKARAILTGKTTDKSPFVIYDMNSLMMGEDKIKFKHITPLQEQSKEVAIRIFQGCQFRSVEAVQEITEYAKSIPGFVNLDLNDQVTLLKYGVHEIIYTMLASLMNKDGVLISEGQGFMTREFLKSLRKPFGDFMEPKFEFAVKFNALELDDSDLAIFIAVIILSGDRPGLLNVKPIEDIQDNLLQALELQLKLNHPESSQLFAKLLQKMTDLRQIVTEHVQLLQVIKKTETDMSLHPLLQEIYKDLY
PPARg SRC-1 ag: promotes SRC-1 coactivator recruitment by human PPARgamma; P37231; PPARgamma-SRC-1 coactivator recruitment biochemical assay; activation, % at 8 µM; 200,000 tested, 0.41% active; in the data active means activation above about 19%;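 further: 0% = DMSO and 100% = reference agonist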
S1P3 antagonist: S1P3 (human) receptor antagonism. inhibition, % at 4.98 µM. Q99500. CHO S1P3 NFAT-BLA reporter, FRET fluorescence, antagonist mode. 170,000 tested, 0.27% active;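 active means inhibition above the plate cutoff, the mean inhibition of test wells on that plate plus 3 SD, cut at about 28% in these data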;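 further: cells challenged with S1P at its EC80 of 0.8 µM; blue over green emission ratio from cleaved BLA substrate after 4 h stimulation; 0% = S1P-stimulated wells and 100% = unstimulated DMSO-only wells; some compounds past the cut are filed as inactive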
Target sequence (Q99500 whole entry, looked up): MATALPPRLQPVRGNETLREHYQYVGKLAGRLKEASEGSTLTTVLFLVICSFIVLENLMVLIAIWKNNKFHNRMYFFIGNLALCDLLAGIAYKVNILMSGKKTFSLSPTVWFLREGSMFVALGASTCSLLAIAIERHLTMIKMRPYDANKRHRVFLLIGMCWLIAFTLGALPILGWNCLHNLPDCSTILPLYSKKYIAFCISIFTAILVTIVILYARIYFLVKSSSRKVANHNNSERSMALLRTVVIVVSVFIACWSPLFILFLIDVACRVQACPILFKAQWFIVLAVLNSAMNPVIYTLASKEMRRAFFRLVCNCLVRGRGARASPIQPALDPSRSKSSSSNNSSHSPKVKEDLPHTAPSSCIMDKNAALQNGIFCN
bIAP activator: intestinal alkaline phosphatase (bovine) activation; activation factor at 20 µM; 200,000 tested, 0.17% active; purified bovine IAP, CDP-star luminescence, 30 min; stronger effect = higher value; fold of DMSO-control signal, blank-subtracted; AID 1016;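 active means activation factor of 2 or more at 20 µM, a signal rise over negative controls twice the positive control's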
Lmaj promast: reduces viability of Leishmania major promastigotes. 200,000 tested, 9% active. inhibition, % at 10 µM. resazurin fluorescence viability; in the data active means inhibition above about 50%;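 further: promastigotes grown with compound for 44 hours at 28 °C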
PPARg SRC2 recr: PPARgamma-driven SRC-2 recruitment agonism; PPARgamma LBD-SRC-2 recruitment, biochemical; P37231; 200,000 tested, 0.34% active; activation, % at 8 µM; AID 1032; in the data active means activation above about 22%;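 further: 0% = vehicle and 100% = reference agonist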
DTT redox prof: compounds producing H2O2 with reducing agent – biochemical, NIH compound library profiling, artefact control for MLSCN library redox annotation, primary screen; 200,000 tested, 0.03% active; AID 878; DTT-dependent redox cycling H2O2, phenol red/HRP absorbance; 100% = 100 µM peroxide control, 0% = buffer; activation, % at 10 µM;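 active means activation of at least 50% relative to the plate's high and low controls in the primary single-dose screen; inactive means activation below 50%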;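 further: compound incubated with DTT at 0.8 mM final as the reducing agent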
TLR4 MyD88 comp: TLR4-MyD88 interaction inhibition in cells | O00206+Q99836 | HeLa CL3-4 TLR4/MyD88 BLA complementation, FRET ratio | inhibition, % at 8.4 µM | 200,000 tested, 0.18% active | AID 861; in the data active means inhibition above about 25%;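 further: 0% = vehicle and 100% = reference inhibitor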
TR-FRET SRC-2 ct: counter-screen for PPARgamma SRC-2 recruitment agonists: TR-FRET artefact | 200,000 tested, 0.4% active | stronger effect = higher value | TR-FRET ratio at 8 µM; in the data active means TR-FRET ratio above about 2000; further: inactives centre near 1500
ROMK mod: modulates human ROMK potassium channel activity. AID 1918. Tet-inducible ROMK, thallium flux fluorescence; actives lie on both sides. B-score at 10 µM. P48048. 130,000 tested, 2% active;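 active means signal ratio slope over the read window, or its plate-corrected B-score, at least 3 SD from the plate mean, either direction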;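 further: B-score of the F/F0 ratio slope over 7 to 12 s after thallium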
bIAP inh: intestinal alkaline phosphatase (bovine) inhibition | purified bovine IAP, CDP-star luminescence, 30 min | inhibition, % at 20 µM | 190,000 tested, under 10 active | AID 1019;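 active means over 50% inhibition of intestinal alkaline phosphatase at 20 µM in the single-dose screen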
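test system = bovine IAP enzyme | medium = DEA buffer 100 mM, pH 9.8, with MgCl2 1.0 mM, ZnCl2 0.02 mM | detection = luminescence | dosing = single compound dose of 20 µM, 2% DMSO final | incubation = 30 min reaction at room temperature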
An asterisk follows results filed as active; · = no result given. Outcome played no part in choosing rows, and some 11% of all compounds hit somewhere here.

SMILES	PPARg SRC-3 ag	PPARg SRC-1 ag	S1P3 antagonist	bIAP activator	Lmaj promast	PPARg SRC2 recr	DTT redox prof	TLR4 MyD88 comp	TR-FRET SRC-2 ct	ROMK mod	bIAP inh
O=C1C2CCCN2c2ccc(S(=O)(=O)N3CCOCC3)cc2N1Cc1cccc(C(F)(F)F)c1 (stereo not drawn)	5	4	·	1	-5	6	0.8	-6	1640	·	-4
COC(=O)CN1C(=O)Nc2ccc(Br)cc2C1c1ccccc1 (stereo not drawn)	5	2	·	1	3	2	0.3	-12	1693	·	0
Cc1ccc(Nc2ccc(S(=O)(=O)N3CCOCC3)cc2[N+](=O)[O-])c(C)c1	-9	-2	-1	1	4	-1	1.2	4	1563	·	-4
COc1ccc(CNC(=O)c2cc(C3CC3)on2)cc1	·	·	-26	0.9	-9	·	-1.7	·	·	·	13
O=C(OCC(=O)N1CCCC1=O)C1COc2ccccc2O1 (stereo not drawn)	2	1	-26	1	-3	9	0.9	7	1675	-1.3	0
CC(=O)OC(C(=O)NC1CCCCC1)c1ccncc1 (stereo not drawn)	2	-3	-4	0.9	3	0	-2.5	9	1420	-0.13	8
O=C(c1ccc(Cl)cc1)c1ccc(OCC(=O)N2CCOCC2)cc1	8	15	1	·	-11	3	1.8	-3	1756	-0.9	·
COc1ccccc1Nc1nnc(SCC(=O)c2cc(C)n(CC3CCCO3)c2C)s1 (stereo not drawn)	10	12	·	1	3	1	2.4	-15	1773	·	-3
N#Cc1cn(-c2ccccc2)nc1-c1ccco1	9	-8	·	0.9	-2	8	-0.2	1	1717	·	5
O=C1ON=C(c2ccccc2)/C1=C/c1ccc(OS(=O)(=O)c2ccccc2)cc1	-2	-10	-8	1	-4	0	-0.5	-1	1453	·	-1
COc1ccc(S(=O)(=O)n2nc(OC(=O)c3ccccc3Br)cc2N)cc1	-4	-2	3	0.9	3	-11	0.0	14	1506	·	14
COc1cc(S(=O)(=O)N2CCN(Cc3ccccc3)CC2)ccc1Br	-2	0	5	1	0	7	0.2	-1	1587	·	0
Cc1cc(C)nc(NC(=O)CSc2nc3ccccc3o2)n1	2	0	·	1.2	1	0	0.2	-12	1497	0.22	-19
COc1ccc(S(=O)(=O)NCCSC(C)(C)C)cc1Cl	5	-10	4	0.5	-5	5	0.6	9	1571	-1	·
CCOc1ccccc1N1CCN(S(=O)(=O)c2cccs2)CC1	4	-3	-8	0.9	13	0	1.2	-3	1389	-1.1	12
COCCn1c(C)cc(C(=O)CSc2cc(C)c3ccccc3n2)c1C	6	10	-4	1.1	7	17	-0.1	-6	1609	·	-9
COc1ccccc1NC(=O)c1ccc(NC(=O)CSc2nnnn2C)cc1	13	3	-11	0.9	13	7	2.8	1	1637	·	9
CCOC(=O)CN(C(=O)CN1CCOCC1)c1ccc(Br)cc1	-12	2	-7	1	-6	-7	2.2	-2	1336	-0.073	-2
CC(C)c1c(C#N)c(N)nc(SCC(=O)c2cc3ccccc3oc2=O)c1C#N	-6	8	-14	0.9	-7	10	0.6	-16	1505	·	7
C=CCn1c(Br)nc2c1c(=O)n(C)c(=O)n2C	-1	5	-3	1	-5	5	1.1	-16	1584	·	-1
O=C1c2cccc3c(N4CCCCC4)ccc(c23)C(=O)N1c1cccc(O)c1	-3	-8	51*	1.2	40	-2	0.3	50*	1572	-3.6*	-17
CSc1ccc(/C=C/C(=O)OCC(=O)N(C)CCC#N)cc1	6	8	-14	1.1	0	-1	-0.1	3	1661	0.12	-9
CCOc1ccc(NC(=O)Cc2c(O)c3ccccc3[nH]c2=O)cc1	4	9	·	0.9	-10	8	-8.0	-12	1664	·	7
Nn1c(SCC(=O)NC2CCCc3ccccc32)nnc1-c1cccs1 (stereo not drawn)	-3	-5	31	1.1	-4	-7	1.7	6	1573	·	-6
CC1Cc2ccccc2N1C(=O)COC(=O)c1ccc(S(=O)(=O)N(C)C)cc1 (stereo not drawn)	-2	4	-3	0.9	4	9	1.3	-5	1280	·	10
CCOC(=O)N1CCN(S(=O)(=O)c2ccc(C(=O)Nc3ccc4c(c3)C(=O)NC4=O)cc2)CC1	1	2	-11	0.9	56*	-5	0.1	-17	1620	0.44	10
O=C1CC(N2CCN(C/C=C/c3ccccc3)CC2)C(=O)N1Cc1ccc(N2CCCC2=O)cc1 (stereo not drawn)	14	7	-6	1.1	-4	-6	-0.3	-9	1757	·	-6
Clc1ccc(-c2n[nH]c3c2CCC3)c(Cl)c1	-11	-4	·	0.5	-1	3	-4.1	-4	1412	·	·
CCOc1ccc(-n2c(=O)[nH]cc(C(=O)Nc3ccc(OC)c(OC)c3)c2=O)cc1	-4	-3	-6	1.2	-6	-11	-0.3	4	1439	-0.21	-20
O=C(Nc1nnc(C2CC2)s1)c1cccc(S(=O)(=O)N2CC(c3ccccc3)CC2=O)c1 (stereo not drawn)	-5	5	·	1	-10	11	0.7	3	1649	·	4

A few values from the results shown.
PPARg SRC-1 ag result of `CCOC(=O)N1CCN(S(=O)(=O)c2ccc(C(=O)Nc3ccc4c(c3)C(=O)NC4=O)cc2)CC1` is entered as 2
ROMK mod result of `O=C1c2cccc3c(N4CCCCC4)ccc(c23)C(=O)N1c1cccc(O)c1` is entered as -3.6*
PPARg SRC-3 ag result of `CC1Cc2ccccc2N1C(=O)COC(=O)c1ccc(S(=O)(=O)N(C)C)cc1` (stereo not drawn) is entered as -2

Next part.
SMILES	PPARg SRC-3 ag	PPARg SRC-1 ag	S1P3 antagonist	bIAP activator	Lmaj promast	PPARg SRC2 recr	DTT redox prof	TLR4 MyD88 comp	TR-FRET SRC-2 ct	ROMK mod	bIAP inh
COc1ccc(CCNC(=O)C2CC(=O)N(c3ccccc3)C2)cc1OC (stereo not drawn)	-5	4	-11	1	-4	-1	0.8	4	1333	-0.64	1
Cc1ccc(NC(=O)Cn2c(=S)[nH]c3ccccc32)cc1	-2	5	-6	0.9	-6	-3	0.5	-1	1461	-0.019	6
Cc1cc(C)c(S(C)(=O)=O)c(Oc2cccc(Cl)c2)n1	0	2	·	0.9	-6	0	1.2	-14	1632	·	15
CCNC(=S)NNC(=O)c1cc(-c2cccc(OCC)c2)nc2ccccc12	11	-3	·	1.4	-2	0	-1.5	1	1441	-0.32	-39
COC(=O)c1cn[nH]c1NC(=S)Nc1ccc(C)cc1Cl	-11	2	·	1	6	-2	2.6	-8	1639	·	-3
COCc1nc(-c2cc(OC)c(OC)c(OC)c2)no1	-3	-2	-24	1	-5	1	-2.5	7	1514	·	3
CCCOc1ccc(Cn2cnc3ccccc32)cc1	8	3	-4	1.5	88*	9	-0.2	-8	1560	·	-53
Cc1c(CCO)c(=O)oc2n[nH]c(-c3ccccc3)c12	2	0	-7	0.9	-9	13	0.2	-3	1884	0.45	5
Cc1snc(SCC(=O)N/N=C(\N)COc2ccc(F)cc2)c1C#N	7	-5	·	1	6	7	-3.9	-3	1496	-0.2	-4
COc1ccc(N2C(=O)CC(Sc3ccccc3C(=O)O)C2=O)c([N+](=O)[O-])c1 (stereo not drawn)	5	6	6	1.2	-6	7	-0.8	-1	1533	·	-15
CCOC(=O)c1c(C)oc(NC(=O)COc2ccc(Cl)cc2C)c1C#N	-3	-4	-24	1	-3	-5	-0.4	5	1542	·	1
CCOC(=O)c1ccc(-n2ccnc2)c(NC(=O)c2ccc(C(C)(C)C)cc2)c1	-1	-4	1	1.1	38	2	-0.2	-1	1588	-0.48	-7
CCOc1ccc(N2C(=O)CC(N3CC(C)OC(C)C3)C2=O)cc1 (stereo not drawn)	1	2	-6	0.9	-4	1	-2.3	-2	1582	0.12	8
COc1cc(N2CN=c3s/c(=C\c4ccccn4)c(=O)n3C2)cc(OC)c1OC	0	4	-3	1	0	3	-0.9	-4	1551	·	-4
COc1cccc(C2CC(c3ccccc3)=NN2S(=O)(=O)c2ccc(C)cc2)c1OC (stereo not drawn)	-7	-3	-2	1	61*	5	0.0	-1	1527	-8.1*	-2
O=C(Nc1cccc(S(=O)(=O)Nc2ccc(Cl)cc2)c1)c1cc2c(s1)CCCC2	-7	5	-4	0.9	34	10	0.8	5	1613	·	6
O=c1cc(O)nc(SCc2ccccc2)n1-c1ccc(F)cc1	1	12	·	0.9	-16	5	-1.1	-1	1597	·	7
COC(=O)c1nn(-c2ccc(OC)cc2)c(=O)cc1O	1	6	1	1.2	-8	-4	1.0	-9	1516	0.34	-19
CCOC(=O)C(C(=O)OCC)N(C#N)c1nc(SC)nc(N(C)C)n1	6	2	·	1	5	8	-2.4	11	1567	-2.3	4
CNS(=O)(=O)c1cccc2cccnc12	-3	1	·	0.9	-3	7	0.6	-3	1643	·	8
O=C(O)[C@H]1CCCC[C@H]1C(=O)NCCNC(=O)[C@@H]1CCCC[C@@H]1C(=O)O	-1	-2	·	0.9	-1	8	0.5	-10	1481	0.073	13
CCC(=O)c1ccc(OC(C)C(=O)NC2(C#N)CCCCC2)cc1 (stereo not drawn)	-3	0	-22	1	2	-7	-0.5	-18	1417	0.17	-1
CSc1nc2nc(C(F)(F)F)cc(-c3ccccc3)n2n1	2	4	·	0.9	3	8	0.1	-3	1490	-0.73	11
CCC(CC)C(=O)Nc1cccc(C(=O)Nc2ccc(S(N)(=O)=O)cc2)c1	2	12	-2	0.8	3	3	-1.3	-18	1561	0.34	17
CN1CCN(S(=O)(=O)c2cccc(C(=O)N3CCc4ccccc43)c2)CC1	-2	-3	-20	1.1	7	-1	-1.2	-1	1456	-0.12	-12
CCc1ccccc1NC(=O)CCCSc1nc2ccccc2s1	-2	0	1	1.1	-3	0	0.7	-4	1510	·	-10
O=C(OCCN1C(=O)CCC1=O)c1ccc(S(=O)(=O)N2CCCCC2)cc1	-11	-2	-34	0.8	-2	-6	1.0	2	1518	·	18
COc1ccc(C(=O)Nc2ccc3nc4n(c(=O)c3c2)CCCC4)cc1[N+](=O)[O-]	-2	-3	-12	1	-2	-4	-0.4	-7	1535	0.014	-1
Cc1cc(C(=O)Nc2sc(C)c(C)c2C#N)c(C)o1	3	-1	-1	0.9	-2	0	0.6	-6	1522	0.47	5
O=C1C=C(Nc2ccc(Cl)cc2)C(=O)N1c1ccc(Cl)cc1	4	-2	-9	1	-9	-6	0.3	-6	1650	-1.4	0
Cc1cc(C)c2c(c1)NC(c1cc3c(cc1Br)OCO3)C1CC=CC21 (stereo not drawn)	0	45*	21	1	10	6	1.7	4	1654	·	4
O=C(NCCOc1ccccc1F)Nc1ccc(Br)cc1	2	4	-8	0.9	1	5	0.5	-15	1735	-0.2	11
CCCNCC1C(Oc2ccc(Cl)cc2)C(=O)N1c1ccccc1C (stereo not drawn)	-1	-4	3	0.4	91*	9	-0.1	-30	1499	-1.9	·
O=C(NC(=S)Nc1ccc(Oc2ccccc2)cc1)c1ccc(Cl)cc1	-2	-4	·	0.2	0	3	1.2	4	1575	0.15	·
COc1ccccc1CP(=O)(c1ccccc1)c1ccccc1	4	0	-16	0.5	-1	3	-0.2	-13	1602	0.24	46
